S-ASM inh – Inhibitors of Secretory Acid Sphingomyelinase (S-ASM): qHTS; Sphingomyelin phosphodiesterase (Homo sapiens), P17405; placental ASM, HMU-PC fluorogenic substrate, 60 min; Potency, µM (titrated, usually from 57.5 µM), for inactives: at the top dose activity change, negative = inhibition, actives largely listed as inhibitors; 0.006% of 340,000 active; AID 504937, 2011; note: potency is the fitted concentration of half-maximal effect
Target sequence (P17405 47-631 limits assumed): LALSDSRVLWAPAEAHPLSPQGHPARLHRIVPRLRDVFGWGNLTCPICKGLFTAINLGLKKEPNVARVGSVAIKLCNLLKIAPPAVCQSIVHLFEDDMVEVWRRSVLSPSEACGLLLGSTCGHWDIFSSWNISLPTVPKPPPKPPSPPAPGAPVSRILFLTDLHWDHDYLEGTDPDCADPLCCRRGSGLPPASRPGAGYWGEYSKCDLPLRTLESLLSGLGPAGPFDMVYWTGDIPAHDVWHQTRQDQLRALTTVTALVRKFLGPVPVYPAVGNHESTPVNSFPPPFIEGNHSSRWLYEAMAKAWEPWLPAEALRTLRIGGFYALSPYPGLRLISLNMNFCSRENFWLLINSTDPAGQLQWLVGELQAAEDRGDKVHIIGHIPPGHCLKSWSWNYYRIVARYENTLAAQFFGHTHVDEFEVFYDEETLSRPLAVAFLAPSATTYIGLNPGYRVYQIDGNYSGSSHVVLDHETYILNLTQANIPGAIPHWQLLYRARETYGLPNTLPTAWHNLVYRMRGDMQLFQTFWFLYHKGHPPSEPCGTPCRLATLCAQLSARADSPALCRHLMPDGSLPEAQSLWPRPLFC
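HMU-PC0 cleavage (9 uM final) by human placental ASM, 60 min at 37 °C following 10 min compound exposure at RT; stopped at pH 10, fluorescence Ex 386/Em 447 nm.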
KCNH2 3.1 block – qHTS for Inhibitors of KCHN2 3.1: Mutant qHTS. Potassium voltage-gated channel subfamily H member 2, brain isoform KCNH2 3.1 (human). activity change, % (tested at about 1.8 µM). U2OS KCNH2 3.1, thallium flux FluxOr; hits give low values. 0.95% of 340,000 active;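 active = maximum activity change below -70%; inconclusive = maximum activity change from -70% to -50%; inactive = maximum activity change above -50%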;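 note: thallium influx rate constant from kinetic fluorescence after stimulation buffer; % is set by controls: 0 for no effect and ±100 for the full control effect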
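U2OS cells transduced with KCNH2 3.1 mutant virus (1.77 x 10^8 /mL, 4 h), plated overnight at 37 C, loaded 45 min with FluxOr dye plus Red40 quencher. Thallium flux rate constant from kinetic reads after stimulation buffer, normalised to controls.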
MLL CXXC-DNA inh – qHTS Fluorescence Polarization Assay for Inhibitors of MLL CXXC domain - DNA interaction. Histone-lysine N-methyltransferase 2A (Homo sapiens), Q03164. 0.037% of 290,000 active. Potency, µM (highest dose often 115 µM), for the others: at the top dose activity change, negative = inhibition, usual class: inhibitors. MLL-CXXC / FITC-HOXA9 DNA fluorescence polarization; active = well fitted inhibition curve with a large enough effect in the polarisation, with a control signal flat, not every such curve was filed as active; inconclusive = small, poorly fitted or top-dose-only effect, or effect the other way, or a change in a side signal; inactive = no such curve, though single readings can be large or run the other way; the % refers to the polarisation; note: potency is the fitted concentration of half-maximal effect
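Steps: dispense CXXC domain solution (7 uM) → pin compounds or unlabeled HOX-A9 DNA control → 5 min ambient → add FLSN-HOX-A9 solution (50 nM) → spin → 30 min ambient → fluorescence polarization. Tris pH 7.5/NaCl/DTT/BSA buffer.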
KCNH2 WT inh – qHTS for Inhibitors of KCHN2 3.1: Wildtype qHTS; U2OS, BacMam KCNH2, thallium flux FluxOr; hits give low values; activity change, % at 1.84 µM; Voltage-gated inwardly rectifying potassium channel KCNH2 (Homo sapiens), Q12809; 0.37% of 340,000 active;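 active = maximum activity change below -70%; inconclusive = maximum activity change between -70% and -50%; inactive = maximum activity change above -50%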; note: % is set by controls: 0 for no effect and ±100 for the full control effect
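U2OS cells were transduced with wild-type KCNH2 virus (2.03 x 10^8 / mL) for 4 h at room temperature, then cultured overnight at 37 C. Thallium flux was read with FluxOr dye. Rate constants were normalized to DMSO controls.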
MBNL1-CUG inh – qHTS Assay for Inhibitors of MBNL1-poly(CUG) RNA binding. Muscleblind-like protein 1 (Homo sapiens), Q9NR56. TR-FRET MBNL1-His/biotin-(CUG)12 binding, 665/545 ratio. Potency, µM (highest dose often 57.5 µM), for inactives: at the top dose activity change, negative = inhibition, actives largely listed as inhibitors. 0.036% of 280,000 active. AID 2675, 2010; active = well fitted inhibition curve with a large enough effect in the signal ratio, with a control signal flat, not every such curve was filed as active; inconclusive = small, poorly fitted or top-dose-only effect, or effect the other way, or a change in a side signal; inactive = no such curve, though single readings can be large or run the other way; the % refers to the signal ratio; note: potency is the fitted concentration of half-maximal effect; % is set by controls: 0 for no effect and ±100 for the full control effect
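MBNL1-His + Biotin-(CUG)12, cpd titration 92 nM–58 uM; Tb anti-His Ab 0.055 ng/ul, SA-XL665 5 nM (final); 60 min RT; ratiometric 665/545 nm, Ex 340 nm; normalized to buffer and full-complex controls.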
GALK inhibitor – qHTS Assay for Inhibitors of Human Galactokinase (GALK); P51570; Purified GALK, Kinase-Glo residual ATP luminescence; Potency, µM (titrated, usually from 57.5 µM), for inactives: at the top dose activity change, negative = inhibition, hits mostly inhibitors; 0.007% of 270,000 active; note: potency is the fitted concentration of half-maximal effect; % is set by controls: 0 for no effect and ±100 for the full control effect
Target sequence (P51570 whole entry, looked up): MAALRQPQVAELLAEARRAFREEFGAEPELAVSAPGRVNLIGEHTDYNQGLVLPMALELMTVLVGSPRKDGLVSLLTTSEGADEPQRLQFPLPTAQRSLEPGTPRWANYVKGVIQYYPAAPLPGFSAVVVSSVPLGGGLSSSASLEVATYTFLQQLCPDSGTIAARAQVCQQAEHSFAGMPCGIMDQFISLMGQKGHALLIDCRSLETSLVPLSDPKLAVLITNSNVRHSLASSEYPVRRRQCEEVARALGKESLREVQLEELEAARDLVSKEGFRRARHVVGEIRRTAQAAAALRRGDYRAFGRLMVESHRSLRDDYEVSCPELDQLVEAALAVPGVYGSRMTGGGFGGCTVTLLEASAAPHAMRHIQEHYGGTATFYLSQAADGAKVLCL
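Galactose (100 uM) and ATP (35 uM) were turned over by 5 nM GALK for 1 h at RT. Kinase-Glo Plus then converted the remaining ATP into a luminescent signal.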
Integrin act MD – qHTS for Activators of Integrin-Mediated Alleviation for Muscular Dystrophy | AID 624291, 2012 | alpha7betagal myoblasts, beta-gal FDG fluorescence, 48 h | 0.064% of 350,000 active | Potency, µM (series often up to 38.3 µM), without a hit: at the top dose activation, most hits filed as activators;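 note: potency is the fitted concentration of half-maximal effect; 100% = response of the positive control SU9516; nearly all actives have a fitted effect of over 60% in size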
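Alpha7betagal+/- myoblasts (passage 13) were plated 16-24 hr, then exposed to compounds (1:260 dilution of DMSO stock) for 48 hours at 37C. After MPER lysis, β-galactosidase reporter activity was read as FDG fluorescence (ex 480/em 540) after 30 minutes.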
AT treatment – qHTS Assay for Identifying a Potential Treatment of Ataxia-Telangiectasia | 0.19% of 320,000 active | […] A-T fibroblasts, KAP-1 phosphorylation AlphaLISA; neocarzinostatin DNA damage 30 min before lysis | Potency, µM (top dose mostly 57.5 µM), for inactives: top-dose activation, most hits filed as activators; note: potency is the fitted concentration of half-maximal effect; % of control where 0% means no effect; nearly all actives have a fitted effect of over 45% in size
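hTERT-immortalized A-T patient fibroblasts ([…]), 500 cells/well in OPTI-MEM, 1% FBS, got compounds for 60 min, then NCS for 30 min at 37C. Lysates were then assayed for phospho-KAP-1 by AlphaLISA (anti-pKAP1 donor, anti-KAP1 acceptor beads), 6 hr at 25C.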
TRPV1 agonist – HTS Assay for Compounds that Act as Agonists of the Vanilloid Receptor 1; Transient receptor potential cation channel subfamily V member 1 (Homo sapiens), Q8NER1; TRPV1-expressing cells, Fluo-8 calcium influx, agonist mode; activation, % at 8.33 µM; 0.19% of 320,000 active; in the data active = activation above about 80%; inconclusive = between about 30% and that limit; note: 0% is about no effect
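TRPV1-expressing cells were cultured overnight at 35.5C and loaded with Fluo-8 calcium dye for 40 to 90 min at room temperature. After a 10 s baseline, compound was added and calcium influx was read kinetically for 3 min (ex 480/em 520 nm).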
Coupling enz – qHTS Assay for Inhibitors of Fructose-1,6-bisphosphate Aldolase from Giardia Lamblia: Coupling assay counterscreen; 0.67% of 290,000 active; activity change, negative = inhibition, % at 58.2 µM, hits read low; coupling enzyme system counterscreen, AmpLite Red fluorescence; in the data active = activity change below about -30%; note: % is set by controls: 0 for no effect and ±100 for the full control effect
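Coupling enzymes only (glyceraldehyde-3-phosphate) + compound, at 57.5 uM final, 10 min RT; add substrate/coupling/AmpLite Red mix, 20 min RT; fluorescence ex 525/em 598 nm. Actives flag coupling-system interference.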
* hit, by the source's call; u = inconclusive; x = not tested or not shown; & = joins results of further samples; [ ] = remark or other dose. Unless noted, calls come from the whole dose curve; as a rule, active = well fitted curve in the direction sought with a large enough effect; inconclusive = small, poorly fitted or top-dose-only effect, or another doubt; inactive = no such curve, though single readings can be large; an effect the other way counts as inactive or inconclusive. A portion of the library (hit frequency here may not be typical).

Compound	S-ASM inh	KCNH2 3.1 block	MLL CXXC-DNA inh	KCNH2 WT inh	MBNL1-CUG inh	GALK inhibitor	Integrin act MD	AT treatment	TRPV1 agonist	Coupling enz
COc1ccc(C2/C=C\CN(C(=O)Oc3ccccc3)CC(=O)N2Cc2ccc(F)cc2)cc1 (centres undefined)	u	3	-2%	2	-2%	5%	6%	10%	1	1&5
S=P1(Oc2ccccc2)Nc2ccccc2N1	4%	-4	x	1	x	x	-4%	x	x	x
CN(C)C(=O)Oc1ccc2c(c1)O/C(=C\c1cccc([N+](=O)[O-])c1)C2=O	-1%	-9	11%	-17	11%	2%	u	6%	2	3
OCC1CO1 (centres undefined)	-3%	8	x	-13	x	x	x	4%	2	x
CCCCOc1ccc(CN2CCN(CCO)CC2)cc1	8%	-2	9%	-2	1%	1%	-10%	0%	0	1
CC1(C)NC(=S)C(C)(C)N1N=O	3%	-14	x	2	x	x	0%	x	x	x
O=c1cccc2n1CC1CC2CN(c2nc(N3CCCCC3)nc(N3CCCCC3)n2)C1 (centres undefined)	-4%	11	-1%	-1	1%	-1%	-2%	-14%	-2	0
C=CCN1CC[C@]23c4c5ccc(O)c4OC2C(O)C=CC3[C@H]1C5 (some centres undefined)	5%	4	x	-4	x	x	x	5%	x	x
Cc1ccc2c(c1)C1CN(C)CCC1N2C(=O)COc1ccc(N(C)C(=O)C(C)(C)C)cc1 (centres undefined)	-10%	1	1%	-13	2%	4%	u	10%	2	-1
O=C(c1cn(Cc2ccccc2F)c2ncccc12)C(F)(F)F	-1%	-15	-3%	-8	-12%	-1%	-11%	u	19	2
CC1CC(C)CN(S(=O)(=O)c2ccc3c(c2)oc(=O)n3CC(=O)N(C)Cc2ccccc2)C1 (centres undefined)	1%	14	7%	1	-7%	x	-7%	1%	1	-1
CN(C)C(=O)Oc1ccc2oc(=O)cc(-c3cc4ccccc4o3)c2c1	78%[activator]	4	7%	-6	16%	8%	u	-2%	28	-1
O=C(c1cc2nc(-c3ccccc3)cc(-c3ccccc3)n2n1)N1CCC2(CC1)OCCO2	129%[activator]	-16	-1%	-2	u	-4%	-2%	3%	9	0
Oc1c(Br)cc(Br)cc1Br	-3%	-3	7%	-1	x	x	x	3%	0	x
O=c1[nH]c(=O)n(Cc2ccc(F)cc2)c(O)c1C=NCCCO	1%	0	6%	-3	-9%	1%	10%	-6%	3	3
CC(C)n1cc(C(=O)N(CC(=O)NC2CCCC2)Cc2ccccc2)cn1	-1%	-11	-3%	16	-9%	-2%	-14%	9%	1	0
CSc1nc(N)c(N=Nc2ccc([As](=O)(O)O)cc2)c(=O)[nH]1	-13%	2	-15%	-1	u	2%	-22%	-4%	-3	1
O=C(c1ccc(CS(=O)(=O)c2ccccc2)o1)N1CCC2(CC1)OCCO2	0%	10	-3%	-1	-16%	0%	-16%	8%	-5	-5
CSc1ncc(Cl)c(C(=O)O)n1 (tested in a mixture with another compound)	4%	-2	-1%	-6	-2%	0%	-20%	-5%	-1	0
COc1ccc(CCNCc2ccc(Br)cc2)cc1OC	5%	-8	-20%	26	-10%	4%	-44%	-18%	0	1
Clc1ccc2nc3c(c(-c4ccccc4)c2c1)CNCC3	-2%	14	19%	22	-8%	x	-23%	-2%	1	3
Cc1nc2ccccc2c(=O)n1-c1ccccn1	5%	1	0%	2	-8%	-1%	17%	x	0	-1
COc1ccc(CNC(=O)CCC(=O)N2C[C@H]3C[C@H](C2)c2cccc(=O)n2C3)cc1OC	1%	11	-2%	-14	6%	x	-11%	1%	-1	-2
CCOc1ccccc1N1C(=O)NC(=O)/C(=C/c2ccc3c4c(cccc24)CC3)C1=O	42%[activator]	7	u	19	8%	1%	-9%	28%	-1	2
CC(Cc1ccccc1)NC(=O)NC(C)Cc1ccccc1 (centres undefined)	4%	17	-7%	5	-5%	0%	14%	-1%	2	-1
C=CCN1C(=O)/C(=C/c2cc(C)n(-c3cccnc3)c2C)C(=O)NC1=S	4%	-5	6%	-8	-20%	0%	24%	-18%	-4	-19
CSc1nc(C)c(Br)c(N2CC2)n1	5%	-14	x	0	x	x	14%	x	x	x
CCOC(=O)C1(CCOc2ccccc2)CCN(Cc2ccccc2OC)CC1	3%	-42	1%	21	-14%	4%	-49%[inhibitor]	-1%	5	2
CC(C)N1CCN(Cc2c[nH]c3ccccc23)CC1CCO (centres undefined)	-1%	-1	20%	3	-1%	0%	-12%	19%	5	4
C[C@]12CC(=CO)C(=O)C[C@@H]1CC[C@@H]1[C@@H]2CC[C@@]2(C)[C@H]1CC[C@]2(C)O	x	x	-7%	x	-12%	-2%	x	x	3	7
CC(C)Cc1nc(N2CCNCC2)c(C#N)c2c1CCC2	4%	-2	-4%	-6	x	3%	-40%	1%	u	0
COC(=O)C1=C(c2ccc(Cl)c(C(F)(F)F)c2)C[C@@H]2CC[C@H]1N2C(=O)NC(C)C	1%	8	x	-5	x	x	19%	4%	u	x
CCCC(=O)NC(Oc1ccc(OC)cc1)C(Cl)(Cl)Cl (centres undefined)	-2%	u	3%	-12	-6%	2%	-3%	5%	0	2
CC(=O)N1CCC2(CC1)CC(=O)c1cc(OCC(=O)N3CCN(C)CC3)ccc1O2	403%[activator]	33	u	3	14%	2%	3%	9%	10	4
O=c1[nH]c(=S)n(CCC2=CCCCC2)c(O)c1/C=N/N1CCOCC1	-8%	-20	2%	2	-3%	-3%	6%	11%	0	-2
CCC(=O)OC1CCC2C3CCC4CC(=O)C=CC4(C)C3CCC12C (centres undefined)	-4%	-44	x	0	x	x	-21%	x	x	x
CCCCn1c(=O)c(C(=O)Nc2cccc(C)c2)c(O)c2ccccc21	-2%	6	0%	-6	2%	-1%	-23%	24%	-2	-3
O=C(Oc1ccccc1)N(c1ccccc1)c1ccccc1	1%	-4	2%	-1	5%	0%	-22%	u	22	0
Cc1nn(C)c(C)c1/C=C1/CC2C3CC=C4CC(O)CCC4(C)C3CCC2(C)C1=O (centres undefined)	-9%	7	-14%	-9	u	-5%	-38%	-2%	3	7
NC(Cc1ccccc1)c1nc(-c2ccccc2)no1 (centres undefined)	-1%	-7	-10%	0	-9%	-2%	21%	-7%	17	1
CC(C)(C)c1ccc(O)c(CN2CCN(c3ccccc3)CC2)c1	3%	-36	-5%	3	2%	0%	25%	-2%	16	1
Cc1ccc(S(=O)(=O)CC(=O)c2cc(C)c(OC(=O)N(C)C)c(C)c2)cc1	2%	-3	1%	-11	-5%	5%	-39%	-3%	1	1
O=C1NC(=O)N(c2ccc(Br)cc2)C(=O)/C1=C/c1ccsc1	1%	2	-4%	-5	13%	1%	2%	-4%	-5	2
CCOC(=O)C(NS(=O)(=O)c1ccc(C)cc1)(C(F)(F)F)P(=O)(OCC(C)C)OCC(C)C (centres undefined)	-4%	4	35%[activator]	-5	-14%	2%	2%	7%	u	-2
Cc1ccccc1OP(N)(=O)Oc1ccccc1C	10%	-4	14%	0	1%	-2%	3%	1%	2	1
CCCOC(=O)C1C2c3ccccc3C(c3ccccc32)C1C(=O)O (centres undefined)	-6%	-6	-15%	-2	-1%	5%	19%	0%	2	3
O=C(COC(=O)Cc1ccccc1)NCCNC(=O)COC(=O)Cc1ccccc1	2%	0	x	-5	x	x	-19%	-1%	2	x
O=C1NC(=S)NC(=O)C1Cc1ccccc1	6%	8	x	-14	x	x	u	x	x	x
Oc1ccc2c3c1O[C@H]1c4[nH]c5ccccc5c4C[C@@]4(O)[C@@H](C2)N(CC2CC2)CC[C@]314	-1%	-70*	x	34	x	x	x	2%	2	x
O=C(CCc1ccc(O)cc1)N1C[C@H]2C[C@@H](C1)c1cccc(=O)n1C2	2%	5	0%	-3	-4%	x	3%	9%	-2	1
COC(=O)C(C#N)C(c1cccnc1)c1c(C)[nH][nH]c1=O (centres undefined)	1%	2	-3%	0	7%	-2%	4%	5%	-3	3

Screening data deposited in PubChem BioAssay by National Center for Advancing Translational Sciences (NCATS).
